# RAD54 inh – RAD54 (human) branch migration inhibition. Q92698. RAD54 Holliday junction branch migration, FAM/BHQ fluorescence. AID 602329. inhibition, % at 10.4 µM. 360,000 tested, 0.14% active;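 active = mean normalized replicate activity at least 40 and at least half of replicates scoring 40 or more; inconclusive = only one of the two criteria met; inactive = mean below 40 and under half of replicates reaching 40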;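 note: 0% = median of neutral control wells and 100% = median of positive control wells; inhibitors cause a drop in the FAM fluorescence signal; in these data hits start at about 50%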
# ERp5 inh – blocks human ERp5 reductase activity on insulin. AID 651711. 350,000 tested, 0.05% active. ERp5 insulin aggregation, absorbance 650 nm, 90 min. Q15084. inhibition, % at 9.99 µM;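 active = mean replicate inhibition above about 25%, with every replicate also reaching it, limit read from the data, passing the limit was not always enough; inconclusive = only one of those two criteria met; inactive = neither criterion met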
# Target sequence (Q15084 whole entry, looked up): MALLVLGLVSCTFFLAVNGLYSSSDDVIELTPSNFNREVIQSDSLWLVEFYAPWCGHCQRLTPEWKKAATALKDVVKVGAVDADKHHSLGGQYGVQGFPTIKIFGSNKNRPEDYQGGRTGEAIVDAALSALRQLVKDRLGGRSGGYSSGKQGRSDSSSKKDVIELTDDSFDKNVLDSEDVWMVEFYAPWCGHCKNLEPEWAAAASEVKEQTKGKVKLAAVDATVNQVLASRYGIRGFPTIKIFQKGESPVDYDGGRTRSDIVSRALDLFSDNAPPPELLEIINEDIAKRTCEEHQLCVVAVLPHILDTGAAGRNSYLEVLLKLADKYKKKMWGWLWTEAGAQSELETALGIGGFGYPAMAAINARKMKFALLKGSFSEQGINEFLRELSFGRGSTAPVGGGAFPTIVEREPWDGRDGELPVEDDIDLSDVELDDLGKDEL
# S100A4 inh HTS – inhibitors of human S100A4 binding to myosin IIA peptide; S100A4/TAMRA-MyoIIA peptide fluorescence polarization; P26447; AID 652163; 360,000 tested, 0.14% active; inhibition, % at 10.7 µM;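 active = mean inhibition of at least 70% across replicates, with every replicate also reaching that level; inconclusive = mean inhibition reaches 70% but some replicates fall short; inactive = mean inhibition below 70%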
# Target sequence (P26447 whole entry, looked up): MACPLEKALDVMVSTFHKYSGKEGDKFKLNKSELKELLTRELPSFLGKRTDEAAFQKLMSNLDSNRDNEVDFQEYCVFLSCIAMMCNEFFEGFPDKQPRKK
#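 incubation = readout 5 min after mixing, signal stable up to 60 min | system = S100A4 monomer protein | buffer or medium = HEPES pH 7.2 with CaCl2, KCl, NaCl, DTT, Triton | benchmarks = neutral control DMSO, positive control TFP | also added = fluorescent myosin IIA peptide, 5 nM | compound dosing = one concentration per compound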
# Xi reactivation – X-chromosome reactivation activator. XiGFP mouse fibroblasts, % GFP-positive cells imaging, 3 d; cells co-treated with 5-aza-dC sensitizer; scaled so ellipticine positive control = 100%. activation, % at 7.58 µM. 360,000 tested, 0.055% active;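 active = mean normalized replicate activation at least 10% and every replicate at or above 10%; inconclusive = only one of the two criteria met; inactive = mean below 10% and not all replicates reach 10%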;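 note: 0% = median of on-plate neutral control wells and 100% = ellipticine 6 µM median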
#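 Material: SV40-immortalized XiGFP fibroblast cells, line 68-5-11 | Buffer or medium: DMEM containing 5-aza-dC | Dosing: One concentration, pinned | Times: 3 d treatment, 15 min room-temperature fixation | Controls: Ellipticine 6 µM positive control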
# E-sel inducer – E-selectin induction on HUVECs. P16581. HUVEC E-selectin immunofluorescence imaging; normalized: neutral wells 0, TNF-alpha wells 100. activation, % at 7.58 µM. 260,000 tested, 0.37% active;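 active = mean E-selectin-positive cell signal at least 10% of the positive control, reached in at least 60% of replicates, without over 20% cell loss; inconclusive = no rule given, readout overlaps actives, possibly toxicity-flagged; inactive = the rest, including those meeting only one limit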;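 note: in these data hits start at about 27%; measured in HUVEC primary endothelial cells; signal is the percent of cells scored E-selectin positive by PE staining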
#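 Read-out basis: % PE-positive cells; Test system: HUVEC primary endothelial cells; Technique: immunofluorescence imaging; Dosing: single-point compound dose.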
# RAD52 anneal inh – blocks human RAD52 DNA annealing. P43351. recombinant RAD52 DNA annealing, FRET fluorescence. inhibition, % at 18.7 µM. 360,000 tested, 0.46% active;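 active = every replicate showing at least 50% inhibition; inconclusive = mean inhibition at least 50% but not in every replicate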
# Target sequence (P43351 whole entry, looked up): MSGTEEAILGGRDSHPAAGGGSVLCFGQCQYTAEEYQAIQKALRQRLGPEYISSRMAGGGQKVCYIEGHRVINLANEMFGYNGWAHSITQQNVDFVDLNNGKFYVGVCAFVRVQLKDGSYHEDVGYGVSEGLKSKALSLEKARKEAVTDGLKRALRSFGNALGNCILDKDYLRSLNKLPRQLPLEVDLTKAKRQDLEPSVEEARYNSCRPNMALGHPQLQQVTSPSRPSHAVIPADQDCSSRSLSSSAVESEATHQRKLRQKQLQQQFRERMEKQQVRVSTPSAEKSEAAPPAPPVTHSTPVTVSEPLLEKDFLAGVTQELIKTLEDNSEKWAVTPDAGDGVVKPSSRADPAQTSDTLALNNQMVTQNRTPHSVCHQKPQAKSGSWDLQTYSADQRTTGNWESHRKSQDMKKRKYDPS
# ERAP1 inh – blocks human ERAP1 aminopeptidase activity; Q9NZ08; recombinant ERAP1, Leu-AMC fluorescence, 60 min; inhibition, % at 10.7 µM; 340,000 tested, 0.15% active; AID 652197;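 active = mean replicate inhibition of at least 30%, or all replicates individually reaching that 30% level; inactive = mean below 30% and not every replicate reaching it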;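 note: 0% = neutral control wells and 100% = L-leucinethiol positive control wells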
# esBAF inh – inhibitors of esBAF chromatin remodeling in mouse ES cells; Bmi1-luciferase knock-in reporter, 24 h; 100% = twice the neutral-well signal; 350,000 tested, 2% active; reporter increase, % at 12.5 µM; AID 602393; in the data active = activation above about 40%; inconclusive = no clear call, values can overlap the other calls;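 note: 0% = median of the plate's neutral control wells and 100% = double that signal; a rise in the Bmi1 reporter signal indicates esBAF inhibition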
# * hit, by the source's call; ? = inconclusive; nt = no result given; & = joins results of further samples.
item	SMILES	E-sel inducer	RAD52 anneal inh	ERp5 inh	esBAF inh
1	CC(=O)N(C)C[C@@H]1Oc2cc(C#Cc3ccc(F)cc3)ccc2S(=O)(=O)N([C@@H](C)CO)C[C@H]1C	0.1	15	1	-12
2	O=C(c1ccccc1)c1coc2c1C(=O)c1ccccc1C2=O	6.2	-7	0	nt
3	NS(=O)(=O)c1cnccc1Oc1cccc(Cl)c1	nt	-26	0	nt
4	COc1ccc(S(N)(=O)=O)cc1C(=O)NCC(C)(C)N1CCOCC1	nt	-11	8	-5
5	O=C(O)c1ccc(S(=O)(=O)N2CCOCC2)o1	-0.1	-8	3	-5
6	CCc1ccccc1NC(=O)CN(C)C(=O)CSc1nnc(Nc2ccc(C)cc2)s1	1.8	-20	3	nt
7	O=C(COC(=O)c1cccnc1Cl)Nc1ccc(S(=O)(=O)N2CCOCC2)cc1	0.1	-5	-3	-1
8	C[C@H](CO)N1C[C@H](C)[C@H](CN(C)C(=O)Cc2cccnc2)Oc2ncc(-c3cncnc3)cc2C1=O	0.5	11	-7	1
9	CO[C@H]1CN(C)C(=O)c2cc(NC(=O)c3cnccn3)ccc2OC[C@@H](C)NC[C@H]1C	-0.1	-42	-8	-5
10	CCOC(=O)[C@]12CCCC=C1N(Cc1ccc(Cl)cc1Cl)C(=O)[C@H](CC(=O)NCC1CCCCC1)C2	nt	-16	3	nt
11	COc1cc(C(=O)NNC(=S)NCc2ccco2)cc(OC)c1OC	4.6	-4	-8	-5
12	COCCCn1c(=O)c2ccccc2n(CC(=O)Nc2ccc3c(c2)OCCO3)c1=O	nt	-8	-3	-5

item	Xi reactivation	ERAP1 inh	RAD54 inh	S100A4 inh HTS
1	0.1	0	3	-7
2	-0.1	2	nt	3
3	0.0	nt	nt	-2
4	0.1	-3	4	-4
5	0.1	-6	0	-2
6	0.1	0	nt	-3
7	0.1	0	8	4
8	-0.6	-5	3	12
9	0.3	0	-4	13
10	-0.1	-1	nt	-7
11	0.2	2	-8	-1
12	0.0	0	0	-1

# Remaining list, next part.
item	SMILES	E-sel inducer	RAD52 anneal inh	ERp5 inh	esBAF inh
13	Cc1ccc(NC(=O)c2ccccc2NS(=O)(=O)c2ccc(F)cc2)cc1S(=O)(=O)N1CCCCC1	-0.1	-12	-1	-74
14	Cc1ccccc1C(=O)Nc1cccc(NC(=O)c2cccnc2)c1	0.3	-15	5	2
15	O=C(O)CSC1CC(=O)N(c2ccc(Br)cc2)C1=O (configuration not stated)	0.0	-2	1	8
16	CC(C)C#Cc1ccc2c(c1)O[C@@H](CN(C)C(=O)C1CC1)[C@H](C)CN([C@@H](C)CO)S2(=O)=O	2.5	-5	-5	1
17	CCCn1nc2cc(C(=O)NCc3ccc4c(c3)OCO4)ccc2c1OCC	0.2	-13	?	-3
18	Cc1ccc(NC(=O)CSCC(=O)NNC(=O)c2nn(C)c(=O)c3ccccc23)cc1	-2.4	-12	-6	-4
19	O=C(N[C@H]1CC[C@@H](CCn2cc(C3CC3)nn2)O[C@@H]1CO)c1cccnc1	-0.2	-5	-4	3
20	N#C[C@@H]1[C@@H](c2ccccc2)[C@H](CO)N1C(=O)c1ccccc1F	0.5	-7	2	0
21	Cc1ccc(S(=O)(=O)NNC(=O)Nc2cccc(C)c2C)c(C)c1	0.0	4	0	nt
22	Cc1ccccc1C(=O)OCc1nnc(-c2ccc(Cl)cc2)o1	nt	-34	-2	nt
23	CC(=O)N(C)C[C@@H]1Oc2ncc(C#Cc3ccccc3)cc2C(=O)N([C@@H](C)CO)C[C@H]1C	-0.1	11	2	3
24	O=C(NC1=NCCS1)c1cc(Cl)ccc1Cl	1.3	-22	1	6

item	Xi reactivation	ERAP1 inh	RAD54 inh	S100A4 inh HTS
13	0.3	-1	nt	0
14	0.2	3	-3	-5
15	0.0	-2	2	0
16	-0.9	-1	1	-1
17	3.2	4	-9	-10
18	0.3	2	-8	-4
19	0.0	0	-2	6
20	0.2	-1	10	3
21	0.2	1	-3	0
22	0.0	2	nt	-2
23	-0.2	-1	-15	4
24	-0.1	1	-22	-2

# (list continues)
item	SMILES	E-sel inducer	RAD52 anneal inh	ERp5 inh	esBAF inh
25	COC(=O)c1nn(-c2nc(-c3cccc(OC)c3)cc(C(F)(F)F)n2)cc1[N+](=O)[O-]	3.8	-5	2	nt
26	C[C@H]1CCCCO[C@H](CN(C)S(=O)(=O)c2cn(C)cn2)[C@@H](C)CN([C@@H](C)CO)C(=O)c2cc(NS(=O)(=O)c3cccs3)ccc2O1	0.2	-9	5	2
27	COc1ccc2[nH]c3c(c2c1)CCN1C(=O)C(CC(=O)NC(C)(C)C)C[C@H](C(=O)N2CCCCC2)[C@@]31C (some centres not stated)	nt	-9	-2	2
28	Cc1ccc(NC(CC(=O)c2ccccc2)C(=O)O)cc1Cl (configuration not stated)	22	-13	6	nt
29	C[C@@H]1CN([C@@H](C)CO)C(=O)Cc2cc(NS(=O)(=O)c3ccc(Cl)cc3)ccc2O[C@H]1CN(C)C(=O)Nc1ccc(F)cc1	?	0	-1	-7
30	Cc1nc(N2CCOCC2)nc(OC(C)C)c1[N+](=O)[O-]	1.3	-12	3	nt
31	Cc1c(Cl)cccc1NC(=S)NC1CCN(Cc2ccccc2)CC1	nt	-7	9	nt
32	COc1ccc(NC(=O)N2CC[C@@H]3[C@H]2c2cc(-c4cccc(C(=O)N(C)C)c4)ccc2N(C)[C@H]3CO)cc1	-0.5	4	3	2
33	Cc1nnc(SCCn2c(N3CC(C)CC(C)C3)nc3c2c(=O)n(C)c(=O)n3C)s1 (configuration not stated)	nt	-10	4	-12
34	O=C(NN1C(=O)NC2(CCCCC2)C1=O)c1ccc(-c2ccc(Cl)cc2)o1	nt	-11	9	7
35	CCN(CC)C(=O)c1cccc(-c2csc(C(NC(C)=O)c3cccc(OC)c3)n2)c1 (configuration not stated)	0.8	-10	2	-1
36	COc1ccc2c3c(n(C)c2c1)[C@H](CO)N(C(=O)C1CCCC1)CC31CCN(C(=O)c2ccncc2)CC1	-0.3	6	-41	nt

item	Xi reactivation	ERAP1 inh	RAD54 inh	S100A4 inh HTS
25	nt	nt	nt	-6
26	0.0	1	13	-61
27	8.8	-1	-20	0
28	-0.1	nt	1	-6
29	0.4	1	-7	-4
30	-0.1	0	nt	-12
31	0.2	8	nt	-3
32	0.0	0	5	15
33	nt	1	-5	4
34	0.0	-1	3	-3
35	0.0	6	0	-3
36	0.4	0	nt	1

# Next compounds.
item	SMILES	E-sel inducer	RAD52 anneal inh	ERp5 inh	esBAF inh
37	Clc1ccccc1Cn1nnc2c(Nc3ccccc3)ncnc21	nt	-12	-2	nt
38	COC(=O)C1=C(C(=O)OC)[C@@H]2N(C)c3ccc(OC)cc3[C@@]23C[C@@H](C(=O)OC)N(C(=O)CC(C)C)C3=N1	0.3	3	-1	nt
39	O=C(c1ccco1)N1CCN(c2ncnc3scc(-c4ccc(Cl)cc4)c23)CC1	0.1	-20	-10	-8
40	O=C(C1=C[C@@H](c2ccc3c(c2)OCO3)C[C@@H](OCc2ccc(CO)cc2)O1)N1CCN(Cc2ccccc2)CC1	nt	-15	2	nt
41	CC1(C(=O)Nc2ccc3[nH]ncc3c2)CCN1C(=O)C1(c2ccccc2)CC1 (configuration not stated)	-0.4	-8	5	-9
42	CCCC#Cc1ccc([C@@H]2[C@@H](CO)N3C(=O)CN(S(=O)(=O)Cc4ccccc4)C[C@@H]23)cc1	-0.4	16	-10	nt
43	C[C@@H]1CN([C@@H](C)CO)C(=O)c2ccccc2-c2ccccc2CO[C@@H]1CN(C)S(=O)(=O)c1ccc(C(F)(F)F)cc1	0.1	-1	-1	12
44	O=C(COC(=O)Cc1ccc(Cl)c(Cl)c1)Nc1ccc2[nH]c(=O)[nH]c2c1	nt	-18	-1	-7
45	NC(=O)c1ccc(C2SCC(=O)N2CCc2ccccc2)cc1 (configuration not stated)	nt	6	6	-8
46	Cc1noc(C)c1NC(=O)N1C[C@@H](O)COC[C@@H]2O[C@@H](CC(=O)NCC3CCCCC3)CC[C@H]21	0.2	-15	-1	-2
47	CC(OC(=O)[C@@H]1CCCN1C(=O)c1cccs1)C(=O)Nc1cccc([N+](=O)[O-])c1 (some centres not stated)	0.0	-9	-4	-4
48	COc1ccc(NC(=O)C2(C)CCN2C(=O)c2ccccc2CCc2ccccc2)cc1OC (configuration not stated)	-0.2	0	1	-3

item	Xi reactivation	ERAP1 inh	RAD54 inh	S100A4 inh HTS
37	nt	-2	nt	-3
38	0.8	5	5	-4
39	0.2	-3	0	20
40	nt	-6	nt	61
41	-0.1	2	6	-1
42	0.0	1	nt	0
43	0.1&-0.7	1	1	1
44	0.0	2	-3	2
45	0.1	-1	13	0
46	0.3	2	-23	-3
47	-0.1	-1	0	1
48	-0.1	1	8	-3

# Remaining list, next part
item	SMILES	E-sel inducer	RAD52 anneal inh	ERp5 inh	esBAF inh
49	COC1=CC(=O)OC(c2ccco2)C1 (configuration not stated)	-0.2	-3	-7	-9
50	Cc1ccc2c(c1)/C(=C/c1ccco1)C(=O)N2	-0.1	8	-3	nt
51	COc1cc(NC(=O)COc2ccc(Br)cc2)ccc1NC(=O)C(C)C	nt	-17	6	nt
52	COc1ccc(CC(=O)Nc2ccc(N3CCCCC3)cc2)cc1	-0.9	-9	2	4
53	CC(=O)N1CCN(C(=O)c2ccc(S(=O)(=O)Nc3ccccc3F)cc2)CC1	-0.2	-2	4	-3
54	CC(C)c1cccc(C(C)C)c1OC(=O)NC(=O)c1c(F)cccc1F	-0.9	-4	-3	8
55	Cc1cc(C)nc(SC2CC(=O)N(c3ccc(Cl)cc3)C2=O)n1 (configuration not stated)	7.1	-3	0	6
56	CCCCn1c(=O)[nH]c(=O)c2c1nc(-c1ccccc1F)n2Cc1ccccc1OC	0.4	-1	-6	nt
57	Cc1cccc(OCC(=O)Nc2ccc3c(c2)nc(CCN2CCN(c4ccccn4)CC2)n3C)c1	nt	-8	0	-19

item	Xi reactivation	ERAP1 inh	RAD54 inh	S100A4 inh HTS
49	0.1	0	nt	-3
50	0.4	-1	nt	6
51	0.0	0	nt	0
52	-0.1	-1	12	-4
53	0.0	-1	-11	3
54	0.0	-1	-3	0
55	0.1	2	-8	-2
56	-0.1	0	nt	5
57	0.0	2	4	2

# 4 structures from above, arranged by heavy-atom count, rising.
item	SMILES	E-sel inducer	RAD52 anneal inh	ERp5 inh	esBAF inh
55	Cc1cc(C)nc(SC2CC(=O)N(c3ccc(Cl)cc3)C2=O)n1 (configuration not stated)	7.1	-3	0	6
52	COc1ccc(CC(=O)Nc2ccc(N3CCCCC3)cc2)cc1	-0.9	-9	2	4
54	CC(C)c1cccc(C(C)C)c1OC(=O)NC(=O)c1c(F)cccc1F	-0.9	-4	-3	8
56	CCCCn1c(=O)[nH]c(=O)c2c1nc(-c1ccccc1F)n2Cc1ccccc1OC	0.4	-1	-6	nt

item	Xi reactivation	ERAP1 inh	RAD54 inh	S100A4 inh HTS
55	0.1	2	-8	-2
52	-0.1	-1	12	-4
54	0.0	-1	-3	0
56	-0.1	0	nt	5
